CCHF vOTU inh – CCHFV vOTU protease inhibition. Pep-AMC fluorescence. inhibition, % at 11.5 µM. 370,000 tested, 0.55% active; in the data active means inhibition above about 30%; further: 0% = vehicle wells with enzyme and 100% = no enzyme wells
Y pestis TopoI – inhibitors of Yersinia pestis topoisomerase I | 360,000 tested, 0.064% active | activity, % at 10 µM | Y. pestis Topo-I cleavage product accumulation, plate reader; in the data active means activity above about 50%, passing the limit was not always enough; inconclusive means no clear call, values can overlap the other calls; further: inactives centre near 2
TcdB inh – TcdB glycohydrolase inhibition; P18177; TcdB glycohydrolase enzymatic assay, plate reader; inhibition, % at 9.99 µM; 350,000 tested, 0.24% active; AID 652162; in the data active means inhibition above about 10%
Anthrax LF prot – anthrax lethal factor protease inhibition | AID 588501 | inhibition, % at 10 µM | 360,000 tested, 0.12% active | P15917 | multiplex microsphere protease cleavage assay, LF; further: plate controls were buffer without enzyme for full effect and enzyme alone for no effect
Target sequence (P15917 whole entry, looked up): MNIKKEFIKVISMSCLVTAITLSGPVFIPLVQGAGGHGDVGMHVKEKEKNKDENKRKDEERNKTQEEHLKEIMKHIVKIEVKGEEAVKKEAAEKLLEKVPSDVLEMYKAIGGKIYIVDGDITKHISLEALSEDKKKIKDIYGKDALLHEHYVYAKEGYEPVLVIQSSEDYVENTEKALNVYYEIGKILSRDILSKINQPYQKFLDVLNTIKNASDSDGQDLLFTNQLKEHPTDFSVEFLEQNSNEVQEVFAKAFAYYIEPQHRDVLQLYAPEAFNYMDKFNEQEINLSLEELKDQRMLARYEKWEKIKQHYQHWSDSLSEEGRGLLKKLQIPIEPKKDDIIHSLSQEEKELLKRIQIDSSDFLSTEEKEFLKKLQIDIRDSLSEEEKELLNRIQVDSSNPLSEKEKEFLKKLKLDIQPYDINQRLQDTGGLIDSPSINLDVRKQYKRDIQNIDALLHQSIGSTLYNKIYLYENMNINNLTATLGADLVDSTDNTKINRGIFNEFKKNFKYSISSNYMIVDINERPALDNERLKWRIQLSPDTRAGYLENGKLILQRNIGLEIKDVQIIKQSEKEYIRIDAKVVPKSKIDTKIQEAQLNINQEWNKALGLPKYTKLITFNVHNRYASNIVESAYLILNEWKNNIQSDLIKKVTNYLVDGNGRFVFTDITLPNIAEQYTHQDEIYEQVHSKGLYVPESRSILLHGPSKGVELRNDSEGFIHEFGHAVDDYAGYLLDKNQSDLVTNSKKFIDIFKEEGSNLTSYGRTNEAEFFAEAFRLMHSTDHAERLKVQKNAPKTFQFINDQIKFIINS
PfHsp40 rescue – rescue of PfHsp40-mediated yeast toxicity | S. cerevisiae expressing PfHsp40, growth rescue, ATP luminescence | growth rescue, % at 12.5 µM | 340,000 tested, 0.68% active | AID 504582; in the data active means growth rescue above about 28%, passing the limit was not always enough; inconclusive means no clear call, values can overlap the other calls;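 further: yeast W303a lacking pdr1 and pdr3 grown in galactose medium; growth measured after three days at 30 °C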
BoNT A protease – inhibitors of Botulinum neurotoxin A light chain protease | multiplex microsphere protease substrate cleavage, flow cytometry | inhibition, % at 10 µM | 360,000 tested, 0.17% active | AID 588499; further: plate controls were buffer without enzyme for full effect and enzyme alone for no effect
Vc quorum ag – induces V. cholerae light production without autoinducers; activation, % at 18.7 µM; AID 588436; V. cholerae BH1578 lux reporter, luminescence, 6 h; 350,000 tested, 0.16% active; in the data active means activation mostly above about 9.7%, no sharp cut-off; inconclusive means no clear call, values can overlap the other calls; inactive means mostly below about 3.7%; further: not every result past the cut was called active; inactives centre near 0; reference of the scale not given here
PriA SSB inh – inhibitors of Klebsiella pneumoniae PriA binding to SSB C-terminal tail. inhibition, % at 33 µM. AlphaScreen SSBct-PriA binding, biotinylated peptide. 430,000 tested, 0.6% active; in the data active means inhibition mostly above about 37%, no sharp cut-off; inactive means mostly below about 20%;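 further: plate controls were negative control peptide for no effect and reference peptide for full effect; strong numbers were not always called active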
DUSP3 inh – blocks human VHR1 dual specificity phosphatase. recombinant VHR phosphatase, pNPP absorbance. P51452. 290,000 tested, 0.52% active. inhibition, % at 13.3 µM; in the data active means inhibition above about 50%; further: some compounds called inactive have numbers as strong as hits
Target sequence (P51452 whole entry, looked up): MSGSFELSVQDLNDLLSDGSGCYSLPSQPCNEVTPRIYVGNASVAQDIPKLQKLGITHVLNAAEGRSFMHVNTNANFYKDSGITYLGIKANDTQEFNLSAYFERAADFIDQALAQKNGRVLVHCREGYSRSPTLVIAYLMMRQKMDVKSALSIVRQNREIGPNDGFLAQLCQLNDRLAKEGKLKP
3CLpro inhibitor – SARS-CoV 3CLpro protease inhibition. inhibition, % at 6 µM. recombinant SARS-CoV 3CLpro, quenched FRET peptide cleavage. 290,000 tested, 0.14% active. P0C6X7. AID 1706; in the data active means inhibition above about 12%
Starred values were filed as active, the others as inactive; i = inactive; ? = inconclusive; / = no result given. Unless noted, no stated cut-off is given here; in the data, active means inhibition above about 30%; inconclusive means no clear call, values can overlap the other calls; inactive means below that. This is a subset (hit frequency here may not be typical).

SMILES	CCHF vOTU inh	Y pestis TopoI	TcdB inh	Anthrax LF prot	PfHsp40 rescue	BoNT A protease	Vc quorum ag	PriA SSB inh	DUSP3 inh	3CLpro inhibitor
CCn1c(SCC(N)=O)nnc1-c1ccco1	-13.2	-0.6	/	-7.8	0.7	0.0	-0.6	6.4	28.0	0.0
Cc1cc(C(=O)Nn2cnnc2)cs1	1.0	6.2	/	-2.8	0.7	0.0	i	-2.5	-7.0	-3.3
COc1ccc(C(=O)Nc2cccc(-c3ccc(N4CCOCC4)nn3)c2)cc1	0.9	0.7	1.7	-1.5	-0.5	1.1	i	-6.7	/	/
COC(=O)c1ccccc1C(=O)c1c(C)cc(C)cc1C	8.1	/	-0.8	-5.5	/	-0.7	/	/	/	/
CNC(=S)N/N=C/c1c(C)cccc1Cl	20.0	-4.2	-3.5	3.9	2.6	-0.2	-0.7	/	31.5	-3.3
COc1ccc(S(=O)(=O)Nc2nc3ccccc3nc2Nc2cccc(C(=O)O)c2)cc1	17.3	-11.1	0.2	-0.8	-0.2	0.7	-0.4	-8.7	9.1	5.1
CC[C@]12c3[nH]c4ccc(Cl)cc4c3CCN1C(=O)[C@@H](CC(=O)NCCCN(C)C)C[C@@H]2C(=O)N1CCN(C(=O)C2CC2)CC1	-2.4	-11.4	0.7	4.2	-1.7	-0.3	-2.0	-8.7	/	/
COc1cc(CC(=O)NCC2CCCCC2)cc(OC)c1OC	-5.2	1.7	0.9	-3.3	1.0	-1.3	i	-3.5	3.0	0.5
CCn1c(CCNC(=O)c2ccc(OC)cc2)nnc1SCC(=O)Nc1ccccc1F	11.1	2.5	0.4	-2.8	0.9	0.1	-0.4	-3.7	6.4	-5.2
O=C(N/C(=C\c1cccnc1)c1nc2ccccc2[nH]1)c1cccc(Br)c1	-2.8	-6.0	1.2	-0.6	0.4	-0.4	-0.2	-2.0	1.5	-1.5
NC(Cc1ccc(Cl)cc1)c1csc(Nc2ncccn2)n1 (stereo not given)	-2.9	6.4	-0.2	-2.5	/	-0.1	-0.2	/	/	/
CC1CCCCC1NC(=O)NC(=O)COC(=O)c1nccnc1N (stereo not given)	-142.3	4.4	0.5	-2.4	0.6	0.5	-1.7	0.9	/	/
COc1ccc(Cl)cc1NC(=O)CN(C)C(=O)c1sc2ccccc2c1Cl	17.1	23.8	1.3	-4.2	6.8	0.1	i	4.3	/	/
CCC(C)(C(=O)NC1CCCC1)N(C)C(=O)c1ccccn1 (stereo not given)	-5.6	10.2	0.9	0.4	-0.5	-0.5	-1.1	-5.7	33.2	1.2
CCCCNC(=O)C1c2ccccc2OCC(=O)N1CC(F)(F)F (stereo not given)	-1.9	/	0.2	-4.9	/	0.9	/	/	/	/
COc1ccc(S(=O)(=O)CCC(=O)NCCc2cccc(C)c2)cc1	4.1	10.5	1.4	0.4	0.2	0.2	i	1.7	35.2	2.1
COc1cc(Cl)ccc1OCc1cc(C(=O)N(C)CCc2c(C)n[nH]c2C)no1	7.5	14.6	-2.2	-1.8	0.1	-1.7	-0.3	-9.2	1.6	-5.8
COc1cc(-n2nnnc2SCC(=O)N2CCN(c3ccc(F)cc3)CC2)c(OC)cc1Cl	6.6	29.6	/	-2.2	-0.8	-0.1	-0.5	-5.6	14.6	0.2
Cc1cc(C(=O)CN2C(=O)C(=O)N(C3CCCC3)C2=O)c(C)n1CCc1ccc(F)cc1	13.2	-5.1	-1.4	-3.7	1.4	-0.4	-1.6	6.9	/	/
COc1ccc(N(CC(=O)NC2CC3CCC2C3)S(=O)(=O)c2ccccc2)cc1OC (stereo not given)	5.2	9.4	2.1	1.6	1.0	-4.4	-0.4	5.6	26.0	-1.1
CC(O)(c1ccc(Cl)cc1)C(c1ccccc1)c1ccccn1 (stereo not given)	-3.6	22.4	1.1	-6.3	0.8	0.5	/	-5.1	/	/
O=S1(=O)CC(N2CCN(Cc3ccccc3F)CC2)CN1Cc1cn(Cc2cccc(C(F)(F)F)c2)nn1 (stereo not given)	11.8	/	0.1	-1.2	/	0.1	/	/	/	/
Cc1noc(C)c1-c1ccc(C(=O)NCC(C)C)c2occc12	3.5	8.7	0.7	-6.5	/	-0.2	-0.2	/	/	/
CCOC(=O)C1(C)Oc2ccc(S(=O)(=O)CC)cc2NC1=O (stereo not given)	4.7	-3.8	-0.2	-2.9	-0.6	-1.5	i	-0.3	13.0	-5.2
CNC(=O)CSc1nnc(-c2ccccc2)n1C	3.1	-2.5	4.3	-4.8	-0.4	-0.6	i	1.7	34.0	-1.6
Cc1ccc(NC(=S)NCc2cccn2C)cc1	-11.6	7.1	/	-3.0	-0.9	0.8	i	2.0	-9.8	-0.8
CCOc1ccc2nc(NCCNC(=O)Nc3ccccc3)c(C#N)cc2c1	-24.9	5.8	/	-12.0	1.3	2.2	0.0	-8.0	-15.9	0.0
CCS(=O)(=O)N1Cc2ccccc2CC1C(=O)Nc1nc2ccccc2s1 (stereo not given)	-10.8	-10.0	/	-6.2	-0.4	-0.7	-0.6	-13.5	1.7	-4.2
COc1cc(OC)cc(C(=O)NNC(=O)Cc2ccc(OC)c(S(=O)(=O)N3CCOCC3)c2)c1	7.1	-3.4	/	1.2	-0.7	0.3	-0.2	-5.1	12.6	1.6
CCOc1cccc2sc(NC(=O)CCS(=O)(=O)c3ccccc3)nc12	-0.5	16.3	1.3	-0.5	?	2.0	i	11.8	27.9	2.1
CC(C)(C)c1cc(/C=C2\NC(=O)NC2=O)cc(C(C)(C)C)c1O	5.6	1.8	1.7	-11.8	-0.4	-1.1	-0.3	17.5	-23.8	1.5
Cc1cc(NC(=O)CSc2ncnc3sccc23)no1	5.2	6.5	1.6	4.9	-1.2	0.9	i	-10.3	1.8	2.3
COc1ccccc1CN(C)CC(=O)Nc1cccc(S(=O)(=O)N2CCCC2)c1	-13.1	18.8	1.1	-2.3	1.5	-0.4	-13.0	-3.0	/	/
Oc1ccc(Br)cc1/C=N/Nc1ccccn1	-3.8	-12.3	-0.1	7.9	246.3*	4.1	-0.7	/	-28.6	-4.0
Cc1c(Cl)cccc1NC(=O)CCCCCN1C(=O)CCC1=O	1.4	-2.7	/	1.8	-0.3	-0.1	0.6	-19.0	9.7	-3.1
Cc1ccc(CCN2C(=O)CCC2(C)C(=O)NC2CCCC2)cc1 (stereo not given)	1.5	2.4	0.2	-0.5	-0.3	-0.1	-0.1	-2.5	0.2	-3.0
CN(C)c1ccc(C=C2C(=O)NC(=O)NC2=O)cc1[N+](=O)[O-]	10.4	3.3	1.4	-5.3	-1.0	-0.5	-0.2	-17.4	3.5	1.5
Cc1cc(CN(C)C(=O)c2ccc3nc(Cc4ccccc4F)oc3c2)n[nH]1	5.4	5.7	1.7	1.5	-2.0	-2.2	/	6.9	5.0	6.3
N#Cc1c(-c2ccc(Cl)cc2)ccn2nc(C3CCCCC3)nc12	10.0	6.1	/	-0.9	-0.1	1.1	i	3.3	15.6	1.4
Cc1ccccc1C(=O)NC1CCN(CC(=O)Nc2nccs2)CC1	-7.7	5.4	1.2	-0.6	0.7	?	i	-4.2	22.7	-6.1

Compounds above that contain two or more sulfur atoms, in the order listed:
SMILES	CCHF vOTU inh	Y pestis TopoI	TcdB inh	Anthrax LF prot	PfHsp40 rescue	BoNT A protease	Vc quorum ag	PriA SSB inh	DUSP3 inh	3CLpro inhibitor
CCS(=O)(=O)N1Cc2ccccc2CC1C(=O)Nc1nc2ccccc2s1 (stereo not given)	-10.8	-10.0	/	-6.2	-0.4	-0.7	-0.6	-13.5	1.7	-4.2
CCOc1cccc2sc(NC(=O)CCS(=O)(=O)c3ccccc3)nc12	-0.5	16.3	1.3	-0.5	?	2.0	i	11.8	27.9	2.1
Cc1cc(NC(=O)CSc2ncnc3sccc23)no1	5.2	6.5	1.6	4.9	-1.2	0.9	i	-10.3	1.8	2.3

Complete entries, looked up by structure. Order of values: CCHF vOTU inh | Y pestis TopoI | TcdB inh | Anthrax LF prot | PfHsp40 rescue | BoNT A protease | Vc quorum ag | PriA SSB inh | DUSP3 inh | 3CLpro inhibitor
Record of Oc1ccc(Br)cc1/C=N/Nc1ccccn1 = -3.8 | -12.3 | -0.1 | 7.9 | 246.3* | 4.1 | -0.7 | / | -28.6 | -4.0
Record of CN(C)c1ccc(C=C2C(=O)NC(=O)NC2=O)cc1[N+](=O)[O-] = 10.4 | 3.3 | 1.4 | -5.3 | -1.0 | -0.5 | -0.2 | -17.4 | 3.5 | 1.5

The listing continues.
SMILES	CCHF vOTU inh	Y pestis TopoI	TcdB inh	Anthrax LF prot	PfHsp40 rescue	BoNT A protease	Vc quorum ag	PriA SSB inh	DUSP3 inh	3CLpro inhibitor
CCOP(=S)(OCC)Oc1nc(Cl)c(Cl)cc1Cl	-5.8	0.5	1.0	-3.4	-0.6	0.1	-0.4	-16.3	/	/
Fc1ccc(Nc2nc3ccccc3s2)cc1	-0.5	-11.2	-0.9	-2.8	4.0	-0.2	-0.3	-13.1	-12.8	8.0
CCN(CC)c1ccc(NS(=O)(=O)c2ccc3c(c2)oc(=O)n3C)c(C)c1	9.3	9.9	-6.7	-5.9	-0.3	-1.0	0.2	14.9	-7.8	-5.8
CCCc1cc(=O)oc2cc(OCc3cc(OC)c(OC)c(OC)c3)c(Cl)cc12	-2.1	8.4	/	-3.7	-1.8	0.0	-0.5	-12.3	-20.5	-1.1
CC(NC(=O)c1cnc2ccccc2n1)c1ccccc1 (stereo not given)	-1.5	-10.1	0.3	6.1	0.7	0.8	-0.3	-12.2	-47.0	0.7
CSCC[C@H](NC(=O)OC(C)(C)C)C(=O)N/N=C/c1cccc2cccnc12	-1.5	3.2	0.9	-2.8	-0.2	?	i	i	27.2	-4.6
C/C=C/c1ccc(OCC(=O)Nc2cc(Cl)ccc2-n2cncn2)c(OC)c1	5.6	17.3	4.9	0.8	-0.7	-1.9	-1.0	-11.8	/	/
Oc1ccc(Br)cc1CNc1cnc2ccccc2c1	-35.3	-4.3	0.0	4.8	4.8	-2.3	0.4	-8.1	17.6	-3.9
Clc1ccc(-c2cc(COc3ccc4ccccc4c3)no2)cc1	-5.0	-4.2	/	-4.7	1.6	0.4	12.5	-1.2	8.2	-4.8
O=C(c1ccc(O)c(Br)c1)c1cc(Br)ccc1O	10.2	1.1	1.6	-5.1	7.9	0.0	-5.0	1.7	/	/
CCCCOCCCNC(=O)Cc1ccccc1OC	4.7	1.0	/	-0.7	3.1	0.0	i	-1.1	-0.9	1.5
CN(CCOc1ccccc1)S(=O)(=O)c1ccccc1C#N	7.8	12.1	-0.3	/	-0.1	/	0.6	-20.5	/	/
O=C(c1ccc(N2CCCS2(=O)=O)cc1)N1CCN(c2ccccc2)CC1	5.6	1.6	1.2	-1.5	-0.8	-0.8	-0.3	4.9	22.4	-3.4
CC(=O)N1C[C@H]2CON(C)[C@H]2C[C@H]1c1ccc(-c2ccc(C#N)cc2)cc1	-5.0	-6.3	1.5	3.4	/	0.2	i	/	/	/
CC(=O)Nc1ccc(NC(=O)C(C)Sc2nc3nc(C)cc(C)n3n2)cc1 (stereo not given)	-0.4	-2.0	1.0	2.2	-0.8	1.7	-0.8	5.0	/	/
CC(C)(C)c1cccc(C2(O)C(=O)c3ccccc3C2=O)c1O	14.2	-3.2	0.9	-7.3	0.7	?	i	4.2	21.0	3.5
OC1(c2ccccc2)CNCCc2ccccc21 (stereo not given)	8.0	-1.7	-0.5	-4.9	0.9	-1.5	-0.6	2.1	13.8	6.9
COc1cccc(NC(=O)C2CCCN(S(=O)(=O)c3cccc4nonc34)C2)c1 (stereo not given)	-4.2	4.6	0.1	-3.0	-0.5	0.5	0.4	-8.2	26.9	0.5
O=C(COc1cccnc1[N+](=O)[O-])N1CCc2ccccc2C1	0.3	-1.4	-0.7	-0.8	0.2	0.3	-0.3	-5.2	29.8	-0.5
C=C(CO)C1Cc2cc(C(C)=O)ccc2O1 (stereo not given)	-3.8	5.2	-0.7	-5.8	0.1	-0.8	-0.3	-6.2	-8.9	/
O=C1NCN(c2ccccc2)C12CCN(C(c1cccs1)c1nnnn1C1CCCC1)CC2 (stereo not given)	2.5	/	-0.9	8.0	/	-0.1	/	/	/	/

High-throughput results as filed in PubChem BioAssay.
